Compound activity: PubChem BioAssay, several laboratories
TcdB GH inh: TcdB glycohydrolase inhibition; P18177; TcdB glycohydrolase enzymatic assay, plate reader; inhibition, % at 9.99 µM; 0.24% of 350,000 active; AID 652162; in the data active means inhibition above about 10%
PfHsp40 rescue: restores yeast growth despite PfHsp40 toxicity. S. cerevisiae expressing PfHsp40, growth rescue, ATP luminescence. growth rescue, % at 12.5 µM. 0.68% of 340,000 active; in the data active means growth rescue above about 28%, passing the limit was not always enough;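 further: yeast W303a lacking pdr1 and pdr3 grown in galactose medium; growth measured after three days at 30 °C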
PrPC surface inh: inhibitors of human cell surface prion protein PrPC | inhibition, % at 13.8 µM | TR-FRET read-out | P04156 | 0.43% of 370,000 active; in the data active means inhibition above about 24%; further: 0% = median of the test wells and 100% = reference compound wells
PriA SSB inh: blocks PriA binding to SSB C-terminal tail; AlphaScreen SSBct-PriA binding, biotinylated peptide; 0.6% of 430,000 active; inhibition, % at 33 µM; in the data active means inhibition mostly above about 37%, no sharp cut-off; inactive means mostly below about 20%;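 further: plate controls were negative control peptide for no effect and reference peptide for full effect; strong numbers were not always called active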
Anthrax LF inh2: anthrax lethal factor protease inhibition; inhibition, % at 10 µM; AID 588501; 0.12% of 360,000 active; P15917; multiplex microsphere protease cleavage assay, LF; further: plate controls were buffer without enzyme for full effect and enzyme alone for no effect
Target sequence (P15917 whole entry, looked up): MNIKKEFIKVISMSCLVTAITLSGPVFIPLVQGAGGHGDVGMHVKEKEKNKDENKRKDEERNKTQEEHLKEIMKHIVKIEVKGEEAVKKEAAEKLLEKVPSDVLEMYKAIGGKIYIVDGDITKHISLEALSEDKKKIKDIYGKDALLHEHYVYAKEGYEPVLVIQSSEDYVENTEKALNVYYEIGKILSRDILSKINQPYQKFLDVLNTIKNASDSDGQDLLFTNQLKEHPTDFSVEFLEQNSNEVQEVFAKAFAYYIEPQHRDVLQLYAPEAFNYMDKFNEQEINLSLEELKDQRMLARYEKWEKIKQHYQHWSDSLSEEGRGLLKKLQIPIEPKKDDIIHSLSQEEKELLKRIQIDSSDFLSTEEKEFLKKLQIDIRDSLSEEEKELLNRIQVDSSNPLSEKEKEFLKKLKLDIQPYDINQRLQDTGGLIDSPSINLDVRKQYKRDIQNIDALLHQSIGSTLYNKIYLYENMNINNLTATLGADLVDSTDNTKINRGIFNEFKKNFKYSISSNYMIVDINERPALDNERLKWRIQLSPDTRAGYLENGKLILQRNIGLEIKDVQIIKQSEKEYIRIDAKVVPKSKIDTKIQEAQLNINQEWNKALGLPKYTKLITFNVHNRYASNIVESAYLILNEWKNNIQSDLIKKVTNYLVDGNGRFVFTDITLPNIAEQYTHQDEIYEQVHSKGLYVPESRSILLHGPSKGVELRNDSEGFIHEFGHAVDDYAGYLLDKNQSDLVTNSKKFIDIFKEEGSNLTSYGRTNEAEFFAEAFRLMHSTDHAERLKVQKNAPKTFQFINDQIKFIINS
BH1578 lux ind: induces V. cholerae light production without autoinducers. V. cholerae BH1578 lux reporter, luminescence, 6 h. 0.16% of 350,000 active. activation, % at 18.7 µM; in the data active means activation mostly above about 9.7%, no sharp cut-off; further: not every result past the cut was called active; inactives centre near 0; reference of the scale not given here
Yp Topo-I inh: blocks Yersinia pestis topoisomerase I activity; 0.064% of 360,000 active; activity, % at 10 µM; AID 504884; Y. pestis Topo-I cleavage product accumulation, plate reader; in the data active means activity above about 50%, passing the limit was not always enough; further: inactives centre near 2
SARS 3CLpro inh: SARS-CoV 3CLpro protease inhibition; inhibition, % at 6 µM; recombinant SARS-CoV 3CLpro, quenched FRET peptide cleavage; 0.14% of 290,000 active; in the data active means inhibition above about 12%
BoNT A protease: BoNT A light chain protease inhibition. multiplex microsphere protease substrate cleavage, flow cytometry. inhibition, % at 10 µM. 0.17% of 360,000 active; further: plate controls were buffer without enzyme for full effect and enzyme alone for no effect
Starred values were filed as active, the others as inactive; i = inactive; . = no result given; & = joins results of further samples. Unless noted, no stated cut-off is given here; in the data, active means inhibition above about 30%; inconclusive means no clear call, values can overlap the other calls; inactive means below that. These rows are one share of the data; the hit share may differ from the screen's.

Below each SMILES – TcdB GH inh | PfHsp40 rescue | PrPC surface inh | PriA SSB inh | Anthrax LF inh2 | BH1578 lux ind | Yp Topo-I inh | SARS 3CLpro inh | BoNT A protease
1: Cc1ccc(C)c(NS(=O)(=O)c2cc(C(=O)N3CCCC3)ccc2Cl)c1
  0.9 | -1.5 | -4 | -16 | -1 | -0.2 | 6 | -1 | -1.5
2: COc1cc2c3c(c1OC)C1(C=CC(=O)C=C1)CC3N(C(=O)CCC(=O)O)CC2 (stereo not given)
  1.3 | -0.3 | -1 | 6 | -1 | i | -3 | 6 | 0.3
3: CC1CCN(C(=O)Cn2c3ccccc3c3nc4n(c(=O)c32)CCCS4)CC1
  0.8 | -0.6 | -6 | 9 | 2 | 1.8 | 1 | 1 | -0.4
4: CS(=O)(=O)c1ccc(C(=O)N2CC(=O)Nc3ccccc32)cc1
  0.5 | 0.5 | -3 | -2 | 0 | i | -2 | -2 | 1.5
5: Cc1csc(NC(=O)CSc2nc3[nH]ncc3c(=O)[nH]2)n1
  1.4 | 0.3 | 4 | -11 | -4 | i | 3 | 0 | -0.5
6: O=C(NC1CCCCC1)c1ccc(CNc2c(N3CCOCC3)c(=O)c2=O)cc1
  1.7 | -0.7 | -6 | 75 | -10 | -0.3 | 1 | -4 | 0.1
7: O=C(NC1CC1)c1cn(Cc2ccccc2)nc1-c1ccccc1
  2.2 | 0.1 | -1 | -19 | -2 | -7.1 | -2 | . | 5.3
8: Cc1cccc(NC(=O)CCCN2C(=S)NC(C)(C)CC2C)c1C (stereo not given)
  1.8 | -1.7 | -2 | -3 | -7 | -0.2 | 3 | 5 | -0.1
9: Cc1c(C)c(C)c(C(=O)CCc2cccc(NC(=O)CCC(=O)O)c2)c(C)c1C
  0.4 | 0.5 | 9 | -13 | -7 | i | 19 | 1 | -0.9
10: C=C1C(C)C2C(Cc3ccccc3)NC(=O)C23OC(=O)/C=C/C(O)CCCC(C)C/C=C/C3C1O (stereo not given)
  1.0 | -1.9 | 26* | -7 | -2 | i | -9 | . | -0.1
11: CC1CCC2(CC1)NC(=O)N(CC(=O)NCc1ccc(Cl)cc1)C2=O (stereo not given)
  1.7 | -0.7 | 11 | -11 | -2 | i | 0 | . | -0.5
12: Cc1ccc(NC(=S)NC2CCN(Cc3ccccc3)CC2)cc1
  . | -0.3 | 7 | -7 | -1 | -0.3 | -1 | -1 | -0.8
13: COc1cc(C(=O)OCC#N)ccc1OCc1c(C)noc1C
  0.9 | 0.5 | 6 | -5 | -1 | -0.4 | 8 | 1 | 0.2
14: Cc1ccc(C)c(S(=O)(=O)Nc2ccccc2C(=O)Nc2cc(C)on2)c1
  . | -1.4 | 12 | -5 | -4 | -1.7 | 4 | 1 | 0.3
15: COc1ccc(C(=O)Nc2cc(C)nc3ccccc23)cc1OC
  . | -1.9 | 7 | -2 | 1 | -2.2 | 9 | 1 | 0.2
16: CC1=NN(c2ccccc2)C(=O)C1/C=C1\C(=O)NC(=O)N(c2ccc(C)c(C)c2)C1=O (stereo not given)
  . | 0.7 | 2 | -4 | 1 | i | 1 | -1 | 0.8
17: O=C(Nc1cccc(C(F)(F)F)c1)c1ccc(-c2ccc(F)c(F)c2)c2ccoc12
  0.9 | . | 2 | . | -1 | -0.4 | 2 | . | -0.4
18: Cc1nn(C)cc1/C=N/O
  . | 0.2 | 12 | . | -9 | -0.2 | -2 | 1 | 9.1
19: CC(C)(C)c1ccc(S(=O)(=O)Nc2ccccn2)cc1
  -0.5 | -0.7 | 5 | -10 | 0 | -0.4 | 7 | 1 | -0.2
20: COc1cccc(-n2c(-c3cccc(S(=O)(=O)N(C)C)c3)n[nH]c2=S)c1
  2.4 | -0.8 | 2 | 3 | -4 | i | -2 | 1 | 0.2

Some entries already given with just TcdB GH inh and Yp Topo-I inh:
| nr | Molecule | TcdB GH inh | Yp Topo-I inh |
| --- | --- | --- | --- |
| 9 | Cc1c(C)c(C)c(C(=O)CCc2cccc(NC(=O)CCC(=O)O)c2)c(C)c1C | 0.4 | 19 |
| 10 | C=C1C(C)C2C(Cc3ccccc3)NC(=O)C23OC(=O)/C=C/C(O)CCCC(C)C/C=C/C3C1O (stereo not given) | 1.0 | -9 |
| 11 | CC1CCC2(CC1)NC(=O)N(CC(=O)NCc1ccc(Cl)cc1)C2=O (stereo not given) | 1.7 | 0 |
| 12 | Cc1ccc(NC(=S)NC2CCN(Cc3ccccc3)CC2)cc1 | . | -1 |
| 13 | COc1cc(C(=O)OCC#N)ccc1OCc1c(C)noc1C | 0.9 | 8 |

Returning to the listing; the 3 compounds before the break are reprinted first.
Below each SMILES – TcdB GH inh | PfHsp40 rescue | PrPC surface inh | PriA SSB inh | Anthrax LF inh2 | BH1578 lux ind | Yp Topo-I inh | SARS 3CLpro inh | BoNT A protease
18: Cc1nn(C)cc1/C=N/O
  . | 0.2 | 12 | . | -9 | -0.2 | -2 | 1 | 9.1
19: CC(C)(C)c1ccc(S(=O)(=O)Nc2ccccn2)cc1
  -0.5 | -0.7 | 5 | -10 | 0 | -0.4 | 7 | 1 | -0.2
20: COc1cccc(-n2c(-c3cccc(S(=O)(=O)N(C)C)c3)n[nH]c2=S)c1
  2.4 | -0.8 | 2 | 3 | -4 | i | -2 | 1 | 0.2
21: Cc1ccc(CNC(=O)c2nccnc2C(=O)O)cc1
  1.9 | 1.7 | 5 | -7 | -4 | -0.5 | -8 | -2 | 5.3
22: CCN(CC)S(=O)(=O)c1cc(NC(=O)COC(=O)C2CCC2)ccc1C
  0.7 | 1.1 | -2 | -8 | 0 | -0.3 | -2 | . | -3.7
23: C/C(=N\Nc1ccc(S(=O)(=O)N2CCCCC2)cn1)c1cccc(Br)c1
  -10 | -1.0 | 1 | . | -5 | -0.6 | 0 | . | -1.2
24: Cc1ccc(NC(=O)CSc2nc(-c3ccco3)nc3cc(=O)[nH]n23)c(Cl)c1
  -0.6 | -0.3 | 2 | -2 | -3 | -1.0 | -10 | 4 | 0.6
25: CCc1ccc(-c2csc(NC(=O)C3CC(=O)N(c4ccc5c(c4)OCCO5)C3)n2)cc1 (stereo not given)
  1.0 | 1.8 | 6 | 10 | 0 | 1.7 | -1 | 5 | 0.9
26: COc1ccc(NC(=O)c2cc(S(=O)(=O)N3CCOCC3)cn2C)cc1Cl
  0.9 | 0.1 | 9 | 1 | -9 | -0.2 | 0 | 0 | -0.7
27: CC1(c2ccccc2)NC(=O)N(CC(=O)Nc2nnc(C3CC3)s2)C1=O (stereo not given)
  0.6 | -1.5 | 3 | -10 | -1 | 2.9 | 11 | -1 | 0.7
28: COc1cc(CN2CCC(C(=O)NCCC(C)C)CC2)ccc1OCc1ccccc1
  2.4 | -0.3 | -19 | -17 | -11 | -0.6 | 19 | -2 | -6.3
29: C/C(=N/NC(=O)c1ccoc1C)c1ccc(NC(=O)C2CCCC2)cc1
  0.0 | 0.0 | 4 | . | 0 | -0.2 | -2 | -1 | -1.5
30: Cc1noc(NC(=O)c2c(-c3c(Cl)cccc3Cl)noc2C)c1[N+](=O)[O-]
  1.2 | . | 1 | -1 | . | -0.6 | -5 | 0 | .
31: CCc1nc(N2CCN(C(=O)c3ccccc3)CC2)c2c3c(sc2n1)CCCC3
  1.0 | -0.7 | 7 | 9 | -8 | -0.3 | 0 | 0 | 0.4
32: CCn1c2ccc(CC(=O)O)cc2c2cc(CC(=O)O)ccc21
  . | -0.3 | -1 | 0 | 3 | -0.9 | 4 | -3 | 0.1
33: COc1ccc(C(=O)Nc2ccc(/C(C)=N/NC(=O)c3ccccc3O)cc2)cc1OC
  0.4 | 0.4 | -5 | . | -4 | -2.4 | -2 | -6 | -0.1
34: O=C(O)c1ccc(NCCc2ccc(Cl)cc2)c([N+](=O)[O-])c1
  -0.5 | -1.5 | -19 | 3 | 6 | i | -9 | 6 | -0.2
35: Cc1ccccc1NC(=O)Cc1nnc(SCC(=O)NC2CCCC2)n1C
  1.0 | 1.7 | -8 | 1 | -7 | 0.8 | 4 | 0 | -2.1
36: Cc1ccc(Nc2nc(N)nc(CSC(=S)N3CCN(c4ccccc4)CC3)n2)cc1
  . | -0.6 | -6 | 6 | -2 | -0.2 | 1 | -5 | -1.9
37: Cc1ccc(N(CC(=O)NC2CCCC2)C(=O)c2c(C)noc2C)cc1C
  . | 0.7 | -1 | -1 | -2 | i | -7 | -3 | 0.2
38: COc1cccc(Nc2cc(C)c3ccccc3n2)c1
  4.9 | -1.6 | 8 | -11 | -5 | 0.0 | 1 | -3 | -3.5
39: CCOc1ccc2[nH]c(SCC(=O)OC)c([N+](=O)[O-])c2c1
  -0.2 | -1.0 | -5 | -10 | 0 | i | -7 | -1 | 0.2
40: C#Cc1ccc(CN2CCCC(C(=O)Nc3ccccc3Oc3cccnc3)C2)cc1 (stereo not given)
  0.7 | -0.8 | -4 | 10 | -2 | 0.5 | 20 | 2 | -0.3
41: COc1ccc(OCc2nnc(SCC(=O)N(C)Cc3ccccc3)n2N)cc1
  -1.8 | 0.5 | -2 | -9 | 2 | -0.1 | 0 | 7 | -0.8
42: COC(=O)C1=C(C)N(Cc2ccc(OC)c(OC)c2)C(=O)C1
  . | -0.6 | -5 | -18 | 1 | -0.4 | 5 | 3 | 0.2
43: O=c1c2ccccc2nc(SCc2cn3ccsc3n2)n1-c1ccc(F)cc1
  . | 0.5 | 3 | 8 | -5 | -0.8 | 34 | 2 | -0.8
44: CN(c1ccc(F)cc1)S(=O)(=O)c1ccc(Cl)c(C(=O)OCC(=O)NCc2ccco2)c1
  0.7 | 0.5 | 3 | 1 | -7 | -0.2 | 1 | -2 | -0.8
45: Cc1ccc(C2=NN(CC(=O)NCCN(C)C)C(=O)CC2)cc1
  2.3 | -1.0 | -5 | 1 | 7 | i | 5 | -2 | -1.4
46: CNC(=O)/C(C#N)=C\c1ccc(CNS(=O)(=O)c2ccc(Cl)cc2)o1
  0.4 | 0.5 | -4 | -27 | 4 | -0.4 | 8 | 2 | -0.6
47: O=C1c2ccccc2C(Nc2ccc3c(c2)OCCO3)N1c1ccc(Cl)cn1 (stereo not given)
  2.6 | -1.5 | 9 | 8 | -3 | -0.2 | 20 | -6 | -0.6
48: CC(=O)c1ccc(CCCCCCCCCC(=O)O)s1
  . | 1.6 | 76* | 0 | -6 | 5.3 | 4 | 6 | -0.3
49: N#CCCN1CCN(CCC#N)c2ccccc21
  -75 | -0.2 | -10 | 0 | 0 | i | 6 | . | -0.2
50: COc1ccccc1N1CCN(C(=O)C2CC2)CC1
  0.5 | . | -4 | -4 | 22 | i | 5 | . | -2.4
51: O=C(O)c1ccc(NC(=S)NC(=O)c2cccc(COc3ccccc3)c2)cc1
  -0.3 | 0.5 | 3 | -3 | -5 | -0.4 | 6 | 8 | -0.3
52: O=c1cc(N2CCc3ccccc3C2)[nH]c(=O)n1-c1ccc(Br)cc1
  1.8 | 0.0 | -3 | -4&0&-27 | 3 | i | -6 | 1 | -0.2
53: COc1cc(OC)c(CN2CCC(CO)(CCOc3ccccc3)CC2)c(OC)c1
  -1.2 | 0.6 | -14 | 21 | 1 | i | 12 | 0 | 0.8
54: CCOC(=O)c1c(NC(=S)Nc2ccc(C)cc2)sc2c1CCC2
  . | -1.9 | 7 | -5 | 1 | -2.6 | -8 | 5 | 1.1
55: COc1ccc(-c2nc(C(N)=O)c3[nH]c(=O)n(-c4cccc(Cl)c4)c3n2)cc1OC
  . | 0.9 | 2 | 6 | 3 | i | 10 | -1 | 0.8
56: CCCCOC(=O)c1ccccc1C(=O)OCCCC
  1.2 | -0.8 | 1 | -63 | -8 | i | 9 | . | -2.1
